Bioassay records from PubChem.
bIAP inh – bovine intestinal alkaline phosphatase inhibitors, primary screen, selectivity assay for TNAP inhibitor project, biochemical, bovine IAP, CDP-star luminescence; alkaline phosphatase, intestinal [Bos taurus]; purified bovine IAP, 30 min; inhibition, % at 20 µM; 190,000 tested, under 10 active;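 active = over 50% inhibition of intestinal alkaline phosphatase at 20 µM in the single-dose screen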
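test system = bovine IAP enzyme | medium = DEA buffer 100 mM, pH 9.8, with MgCl2 1.0 mM, ZnCl2 0.02 mM | detection = luminescence | dosing = single compound dose of 20 µM, 2% DMSO final | incubation = 30 min reaction at room temperature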
Lmaj promast – Leishmania major promastigote growth inhibition, primary screen | Leishmania major promastigotes, resazurin fluorescence viability | actives 9% (n = 200,000) | inhibition, % at 10 µM; in the data active = inhibition above about 50%;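 note: promastigotes grown with compound for 44 hours at 28 °C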
RAM network inh – inhibitors of the yeast RAM network, primary screen, dse1pr::URA3 reporter, 5-FOA selection | S. cerevisiae dse1pr::URA3 reporter, 5-FOA growth OD615, 2 d; analog-sensitive cbk1-as2 kinase mutant strain | inhibition, % at 50 µM | actives 1.8% (n = 190,000);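 active = inhibition above a set limit, 3 SD over mean compound inhibition, cut at about 8.4% in these data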;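 note: 0% = DMSO-only wells with no growth and 100% = 10 µM 1-NA-PP1 full growth; inhibition rescues growth on 5-FOA so higher OD means more RAM inhibition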
SRC2 TRFRET art – TR-FRET signal artefacts, primary screen, artefact control for PPARgamma SRC-2 agonist project, biochemical; TR-FRET artefact counter-screen; active compounds read high; TR-FRET ratio at 8 µM; actives 0.4% (n = 200,000); AID 1049, 2008; in the data active = TR-FRET ratio above about 2000; note: inactives centre near 1500
PPARg SRC-2 ag – agonists of PPARg-SRC-2 recruitment, primary screen, biochemical, HTS. Peroxisome proliferator-activated receptor gamma (Homo sapiens), P37231. PPARgamma LBD-SRC-2 recruitment. activation, % at 8 µM. actives 0.34% (n = 200,000); in the data active = activation above about 22%;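 note: 0% = vehicle and 100% = reference agonist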
Target sequence (P37231 whole entry, looked up, the tested form may be a part): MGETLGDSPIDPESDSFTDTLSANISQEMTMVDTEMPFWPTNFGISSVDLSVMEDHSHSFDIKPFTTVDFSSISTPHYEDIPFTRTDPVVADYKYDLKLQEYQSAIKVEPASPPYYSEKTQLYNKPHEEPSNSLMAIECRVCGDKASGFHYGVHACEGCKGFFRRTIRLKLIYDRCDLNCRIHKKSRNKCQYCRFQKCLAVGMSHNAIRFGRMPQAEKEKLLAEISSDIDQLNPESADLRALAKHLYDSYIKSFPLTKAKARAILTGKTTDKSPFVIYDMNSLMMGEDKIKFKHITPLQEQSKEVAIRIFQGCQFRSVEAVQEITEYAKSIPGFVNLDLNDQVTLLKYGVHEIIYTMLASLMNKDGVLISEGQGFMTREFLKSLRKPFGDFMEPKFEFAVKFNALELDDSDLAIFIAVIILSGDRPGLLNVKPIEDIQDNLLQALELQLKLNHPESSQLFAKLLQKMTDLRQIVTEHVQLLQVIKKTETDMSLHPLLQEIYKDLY
PPARg SRC1 recr – PPARgamma agonists recruiting SRC-1 coactivator, primary screen, biochemical | Peroxisome proliferator-activated receptor gamma (Homo sapiens), P37231 | PPARgamma-SRC-1 coactivator recruitment biochemical assay | activation, % at 8 µM | actives 0.41% (n = 200,000) | AID 631, 2007; in the data active = activation above about 19%;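 note: 0% = DMSO and 100% = reference agonist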
S1P3 antagonist – S1P3 receptor antagonists, primary screen, cell-based; CHO S1P3 NFAT-BLA reporter, FRET fluorescence, antagonist mode; AID 485, 2006; actives 0.27% (n = 170,000); inhibition, % at 4.98 µM;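 active = inhibition above the plate cutoff, the mean inhibition of test wells on that plate plus 3 SD, cut at about 28% in these data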;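 note: cells challenged with S1P at its EC80 of 0.8 µM; blue over green emission ratio from cleaved BLA substrate after 4 h stimulation; 0% = S1P-stimulated wells and 100% = unstimulated DMSO-only wells; some compounds past the cut are filed as inactive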
DTT redox prof – compounds producing H2O2 with reducing agent – biochemical, NIH compound library profiling, artefact control for MLSCN library redox annotation, primary screen; DTT-dependent redox cycling H2O2, phenol red/HRP absorbance; 100% = 100 µM peroxide control, 0% = buffer; activation, % at 10 µM; actives 0.03% (n = 200,000); AID 878, 2007;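 active = activation of at least 50% relative to the plate's high and low controls in the primary single-dose screen; inactive = activation below 50%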;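 note: compound incubated with DTT at 0.8 mM final as the reducing agent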
Efa HMGR inh – inhibitors of E. faecalis class II HMGR, primary screen, biochemical, Enterococcus faecalis; HMG-CoA reductase (Enterococcus faecalis, mvaE); purified E. faecalis HMGR, NADPH absorbance 340 nm kinetic; inhibition, % at 10 µM; actives 0.41% (n = 190,000); AID 1066, 2008;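 active = inhibition above a set limit, the median over all tested compounds plus 3 SD, cut at about 9.5% in these data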;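 note: enzyme runs in reverse so mevalonate oxidation gives rising NADPH absorbance; 0% = complete reaction with DMSO and 100% = background rate lacking mevalonate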
PPARg SRC-3 ag – PPARgamma agonists recruiting SRC-3 coactivator, primary screen, biochemical. Peroxisome proliferator-activated receptor gamma (Homo sapiens), P37231. biochemical PPARgamma/SRC-3 coactivator recruitment assay. activation, % at 8 µM. actives 0.26% (n = 200,000). AID 731, 2007; in the data active = activation above about 23%;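 note: 0% = DMSO and 100% = reference agonist; some compounds past the cut are filed as inactive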
ROMK primary – ROMK potassium channel modulators, primary screen, cell-based, thallium flux, MLSMR library. ATP-sensitive inward rectifier potassium channel 1 (Homo sapiens), P48048. Tet-inducible ROMK, thallium flux fluorescence; actives lie on both sides. B-score at 10 µM. actives 2% (n = 130,000). AID 1918, 2009;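 active = signal ratio slope over the read window, or its plate-corrected B-score, at least 3 SD from the plate mean, either direction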;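 note: B-score of the F/F0 ratio slope over 7 to 12 s after thallium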
Target sequence (P48048 whole entry, looked up): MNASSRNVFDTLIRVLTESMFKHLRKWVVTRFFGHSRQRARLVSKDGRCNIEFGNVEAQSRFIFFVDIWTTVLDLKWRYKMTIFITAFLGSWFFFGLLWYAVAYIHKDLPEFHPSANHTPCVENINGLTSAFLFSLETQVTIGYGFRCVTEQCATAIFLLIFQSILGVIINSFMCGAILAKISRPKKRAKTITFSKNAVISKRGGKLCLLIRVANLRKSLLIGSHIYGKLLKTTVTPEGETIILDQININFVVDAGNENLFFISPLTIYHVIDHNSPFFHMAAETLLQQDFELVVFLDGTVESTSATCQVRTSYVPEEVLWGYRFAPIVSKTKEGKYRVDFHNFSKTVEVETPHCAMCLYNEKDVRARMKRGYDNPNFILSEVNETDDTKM
* = called active by the depositor; nt = not tested or not shown.

# | Structure | bIAP inh | Lmaj promast | RAM network inh | SRC2 TRFRET art | PPARg SRC-2 ag | PPARg SRC1 recr | S1P3 antagonist | DTT redox prof | Efa HMGR inh | PPARg SRC-3 ag | ROMK primary
1 | COC(=O)C(Cc1ccccc1)NC(=O)CNS(=O)(=O)c1ccc(Br)cc1 (centres undefined) | 0 | -4 | 1.8 | 1530 | -3 | 0 | -10 | -0.6 | -3 | -1 | -1.4
2 | Cc1cccc(NC(=O)CCN2C(=O)C3C4CCC(C4)C3C2=O)c1C (centres undefined) | 4 | 1 | 0.8 | 1675 | 16 | 2 | nt | -3.5 | -2 | 0 | nt
3 | Cc1ccccc1NC(=O)c1cc(S(=O)(=O)N2CCOCC2)ccc1F | 1 | -4 | 1.8 | 1537 | 2 | -1 | -12 | 0.6 | 0 | -4 | nt
4 | Cc1nn(C)c(-c2n[nH]c(=S)n2Cc2ccco2)c1Cl | 12 | 43 | -0.8 | 1545 | -2 | 1 | 12 | -0.2 | -1 | 4 | nt
5 | CS(=O)(=O)N(CC(=O)NCc1cccnc1)Cc1ccc(Cl)cc1 | 7 | 10 | -0.3 | 1475 | 4 | 3 | -18 | 2.2 | -4 | -7 | nt
6 | CC(=O)Nc1cccc(-c2csc(Nc3ncccn3)n2)c1 | -20 | 28 | 6.4 | 1678 | 4 | 10 | -5 | -0.7 | -6 | 6 | 1.3
7 | O=C1c2sc3nc4c(c(=O)n3c2C(=O)N1c1ccccc1)CCC4 | 2 | 5 | -0.8 | 1527 | 7 | 1 | -37 | 2.2 | -2 | 0 | 1.4
8 | Cc1ccc(NC(=O)Cn2c(-c3ccc(F)cc3)cnc2SCC(=O)Nc2c(C)cccc2C)cc1 | 16 | 32 | 3.6 | 1520 | 8 | -2 | -1 | 0.0 | -2 | -3 | nt
9 | CN(C)CCCN(C(=O)c1cccs1)c1nc2cc3c(cc2s1)OCO3 | 0 | 36 | 3.0 | 1616 | -1 | 2 | -15 | -0.1 | -6 | 5 | -0.69
10 | CC(CN1C(C)CCCC1C)OC(=O)c1ccc(Cl)cc1Cl (centres undefined) | 5 | 10 | 1.5 | 1801 | 15 | -1 | -8 | -2.1 | 0 | 0 | -0.98
11 | Cc1ccc(NS(=O)(=O)c2cc(C(=O)N3CCCC3)ccc2C)cc1C | -12 | 6 | 0.5 | 1532 | 14 | 3 | -5 | -1.1 | -2 | 0 | 0.2
12 | Cc1ccc(-n2ncc(N(C)C)c(Cl)c2=O)cc1 | 4 | -6 | -0.5 | 1581 | 9 | 2 | nt | -1.6 | -4 | -12 | nt
13 | CCCC(=O)c1c(NC)cc(C)oc1=O | -4 | -3 | 0.9 | 1571 | 2 | -3 | -17 | -0.1 | -10 | 4 | nt
14 | OCCNCCCCCOc1ccc(F)cc1 | 8 | 97* | 2.0 | 1598 | 2 | 4 | 15 | -0.8 | -9 | 6 | 0.42
15 | COCCCNCC(=O)c1c(N)n(Cc2ccccc2)c(=O)n(C)c1=O | 5 | -5 | 2.1 | 1393 | 4 | 1 | nt | -3.2 | -4 | -3 | nt
16 | CCOC(=O)C1=C(O)C(=O)N(Cc2ccc(C(C)(C)C)cc2)CC1 | -18 | 0 | 0.0 | 1572 | 1 | 8 | -5 | -1.5 | -6 | 3 | nt
17 | Cc1nc2ccccn2c1/C(O)=C1\C(=O)C(=O)N(CCN2CCOCC2)C1c1cccnc1 (centres undefined) | -6 | 9 | 0.1 | 1325 | -8 | -5 | 3 | 1.6 | -10 | -24 | -0.14
18 | O=C(NCCc1ccccc1)C1CCC(CNS(=O)(=O)c2cccs2)CC1 (centres undefined) | -5 | -1 | 4.3 | 1633 | 2 | 5 | -3 | 0.6 | 3 | 0 | -0.22
19 | Cc1ccc2nc(SCC(=O)Nc3ccc4c(c3)CCC4)[nH]c2c1 | -28 | -2 | 1.5 | 1497 | 6 | -7 | -3 | -0.2 | -4 | -3 | -0.00069
20 | Cc1cc(=O)[nH]c(SCC(=O)NNC(=O)Cc2ccccc2)n1 | -22 | 4 | -0.6 | 1597 | -5 | -4 | -10 | -1.1 | -6 | 1 | 0.00077
21 | Cc1ccc(OCCCCN(C)Cc2ccccc2)c(Br)c1 | -48 | 90* | 1.2 | 1427 | 2 | 0 | -2 | -0.2 | -4 | -1 | -0.56
22 | CN(C)Cc1n[nH]c(=O)c2ccccc12 | -2 | 1 | 0.0 | 1695 | -3 | 8 | -12 | -1.4 | -8 | 1 | 1.3
23 | O=C(NCCCc1ccccc1)Nc1ccccc1 | 2 | 36 | 2.0 | 1598 | 0 | -4 | -7 | -0.2 | -1 | -2 | -0.0073
24 | CCOC(=O)C1CCCN(c2c(NCCCN(C)c3ccccc3)c(=O)c2=O)C1 (centres undefined) | 2 | 0 | -0.6 | 1464 | 2 | 0 | -16 | -0.5 | 0 | -9 | nt
25 | COCc1nnc(NC(=O)CSc2ccccc2)s1 | 4 | -4 | -0.6 | 1599 | 3 | 5 | -13 | 0.9 | 0 | -1 | -0.56
26 | CCOC(=O)C1(C)C=C(Nc2ccc(OCC)cc2)C(=O)N1c1ccccc1 (centres undefined) | -26 | 4 | 2.4 | 1429 | -2 | 3 | 2 | 0.4 | -5 | -2 | nt
27 | N#CC(c1ccccc1)c1ccc(C(=O)c2ccc(F)cc2)cc1 (centres undefined) | nt | 60* | 6.5 | 1466 | -6 | -6 | nt | 0.2 | 2 | -4 | -0.04
28 | Cc1cc2ccccc2n1CCNC(=O)c1ccc(S(=O)(=O)N2CCOCC2)cc1 | 31 | -5 | 4.1 | 1798 | 3 | 0 | -12 | 0.2 | 0 | 3 | nt
29 | CCc1ccc(NC(=O)CSc2nnc(SCC(=O)Nc3ccc(CC)cc3)n2N)cc1 | 13 | 9 | 3.7 | 1583 | 5 | 5 | nt | -0.6 | -6 | 0 | 0.42
30 | COc1ccc(C/C(C)=N/Nc2nc(C)cc(=O)[nH]2)cc1 | -12 | -3 | -0.7 | 1352 | -11 | -9 | -11 | 0.0 | -8 | -5 | 2
31 | CC(C)n1c(SCC(=O)N2c3ccccc3Sc3ccccc32)nc2c1c(=O)n(C)c(=O)n2C | 2 | 60* | 5.0 | 1657 | -7 | 6 | 27 | 0.3 | -3 | -4 | 0.27
32 | Cc1csc(NC(=O)c2cccc(S(=O)(=O)N3CCCCC3)c2)n1 | 10 | 11 | 2.2 | 1500 | -5 | -4 | 18 | 3.1 | -8 | -12 | nt
33 | C=CCNC(=O)c1cc(Cl)ccc1Cl | 7 | -2 | 0.7 | 1540 | 3 | 2 | nt | 2.5 | 2 | 0 | nt
34 | CCOC(=O)c1cnc(-c2ccccc2)nc1N1CC(C)OC(C)C1 (centres undefined) | -8 | 11 | 0.8 | 1394 | -2 | -9 | -15 | -0.2 | -1 | 0 | 0.38
35 | Cc1ccc(SCCC(=O)N2CCC(C(N)=O)CC2)cc1 | 6 | -3 | 0.1 | 1562 | -1 | 6 | 11 | -2.4 | -4 | -1 | nt
36 | Cc1ccc(-n2c(C)cc(C(=O)CSc3n[nH]c(N)n3)c2C)cc1 | -20 | 95* | 0.3 | 1500 | 7 | 4 | nt | -3.7 | 0 | -2 | nt
37 | N#Cc1cccc(NC(=O)CN2NS(=O)(=O)c3ccccc3C2=O)c1 | 9 | 1 | 1.3 | 1522 | 5 | 2 | nt | 0.1 | 9 | -1 | -0.0044
38 | Cn1ncc2c(N3CCN(c4ccc(Cl)c(Cl)c4)CC3)ncnc21 | -3 | 18 | 2.2 | 1556 | 9 | 2 | -20 | -0.9 | -3 | 2 | 0.14
39 | CC(C)[C@H](NC(=O)c1ccco1)C(=O)OCC(=O)Nc1ccc(F)cc1 | 4 | -6 | -1.0 | 1526 | 6 | 0 | -15 | -1.9 | -8 | 2 | -0.51
40 | COC(=O)c1[nH]nc2c1C(=O)N(Cc1ccccc1)C2=O | 12 | 2 | 1.0 | 1657 | 6 | 8 | -17 | 1.5 | -7 | -1 | nt
41 | COC(=O)c1cccc(S(=O)(=O)N2CCCC2)c1 | 4 | -2 | 3.8 | 1595 | -3 | -4 | -2 | 0.0 | 2 | 3 | 0.47
42 | COCCN(Cc1nc(-c2ccc(C(F)(F)F)cc2)no1)C(C)C | 8 | 0 | 0.1 | 1572 | 6 | 5 | -13 | -1.1 | -1 | -1 | -0.028
43 | COc1ccccc1Oc1ccc(NC(=O)c2ccccc2)cc1 | 16 | -2 | 2.0 | 1697 | 10 | 7 | -16 | -0.3 | 0 | 4 | 0.15
44 | N#Cc1cc([N+](=O)[O-])ccc1NC(=O)COC(=O)C12CC3CC(CC(C3)C1)C2 | -1 | 13 | 1.9 | 1224 | 1 | 3 | -7 | -0.6 | -1 | -3 | 0.63
45 | Cc1ccc(N2C(=O)CSC2c2cccs2)cc1 (centres undefined) | 9 | -2 | 1.5 | 1646 | 5 | -3 | 6 | 0.8 | -4 | 12 | nt
46 | Cc1n[nH]c(C)c1Sc1ccccc1[N+](=O)[O-] | -30 | 1 | -0.3 | 1739 | 3 | -2 | -9 | -0.1 | -5 | 7 | 0.5
47 | COc1ccccc1CC(=O)Nc1ccc([N+](=O)[O-])cc1OC | -3 | -1 | 4.0 | 1502 | -8 | -1 | 12 | 0.3 | -4 | 0 | nt
48 | CC(C)=CC/C=C1\CCC(C(=O)O)C(C(=O)O)C1 (centres undefined) | 1 | 5 | 1.4 | 1568 | -4 | -6 | 6 | 3.2 | -3 | -10 | 0.21
49 | O=C(N/N=C/c1cn(-c2ccccc2)nc1-c1cccs1)c1ccc(Cl)cc1 | 17 | 42 | -0.3 | 1549 | 4 | 0 | -1 | -0.2 | -5 | -2 | 0.25
50 | CN(CC(=O)Nc1cccc(C#N)c1)Cc1ccc(Cl)cc1 | 9 | 13 | 1.1 | 1449 | -10 | 0 | -1 | -0.4 | -6 | -3 | -2.2
51 | CCCCn1c(NC(=O)c2ccccc2Cl)c(C#N)c2nc3ccccc3nc21 | 8 | -9 | 4.2 | 1951 | 22 | 13 | -26 | 311* | 5 | 23 | nt
52 | CC(=O)c1cccc(N(C(=O)CNC(=O)c2ccco2)C(C(=O)NC2CCCC2)c2ccc(C)o2)c1 (centres undefined) | 4 | -1 | 0.6 | 1780 | -1 | 5 | 3 | -0.5 | -7 | 6 | nt
53 | CCOC(=O)c1ccc(-c2ccc(/C=C(\C#N)C(=O)NCc3cccs3)o2)cc1 | -4 | 6 | 3.0 | 1596 | -2 | 3 | -10 | -0.3 | 2 | 5 | 0.17
